Bioassay records from PubChem BioAssay.
HCV NS3 hel inh – inhibitors of HCV NS3 helicase, primary screen, biochemical, Cy5 molecular beacon fluorescence. Hepatitis C virus NS3 helicase. NS3 helicase DNA unwinding. inhibition, % at 10.9 µM. hit rate 0.56% among 290,000;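 active = inhibition above the mean of all tested compounds plus 3 SD, set per campaign, cut at about 35% in these data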;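 also: 0% = DMSO wells and 100% = thioflavine S control wells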
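System: Hepatitis C virus NS3 helicase domain fragment enzyme | Reagent: Annealed dual-labelled DNA beacon duplex, ATP-started | Compound dosing: 10.9 µM single point, 0.8% DMSO | Incubation: 1 h reaction at 25 °C, ATP-initiated | Technique: Cy5 fluorescence | Evaluation: Percent inhibition from t60/t0 fluorescence ratio | Benchmarks: Low DMSO, high thioflavine S at 110 µM | Replication: Singlicate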
IMP-1 inhibitor – IMP-1 metallo-beta-lactamase inhibitors, primary screen, biochemical, epi-absorbance readout, Pseudomonas aeruginosa enzyme; metallo-beta-lactamase IMP-1 (Pseudomonas aeruginosa); purified IMP-1, nitrocefin hydrolysis, epi-absorbance fluorescence; inhibition, % at 5.6 µM; AID 1556, 2009; hit rate 0.45% among 290,000;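 active = inhibition above the mean plus 3 SD of all compounds in the same screening run, cut at about 4.5% in these data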;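 also: 0% = IMP-1 with DMSO and 100% = DMSO wells lacking enzyme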
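System – purified recombinant IMP-1 beta-lactamase · Input – IMP-1 dispensed at 0.2 nM · Timing – 15 min preincubation plus 25 min reaction at 25 °C · Signal – Epi-absorbance fluorescence, 480 nm excitation, 530 nm emission · Measure – percent IMP-1 inhibition derived from blank-referenced optical density · Controls – Enzyme-plus-DMSO low control, enzyme-free DMSO high control · Replication – singlicate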
MEKK2wt PB1 HTS – modulators of MEK5 binding to wildtype MEKK2, primary screen, biochemical, multiplex bead flow cytometry, Alexa488-MEK5; Mitogen-activated protein kinase kinase kinase 2 (Homo sapiens), Q9Y2U5; Alexa488-MEK5 binding to MEKK2 WT; actives lie on both sides; binding response (% of control), % at 10 µM; hit rate 1.1% among 290,000; AID 1531, 2009; in the data active = binding response below about 67% or above about 130%
UBC9 SUMO inh – inhibitors of in vitro SUMOylation cascade, primary screen, biochemical, HTRF, uHTS | SUMO-conjugating enzyme UBC9 (Homo sapiens), P63279 | HTRF SUMOylation assay, SAE1/SAE2 + UBC9 | inhibition, % at 35 µM | hit rate 0.36% among 290,000 | AID 2006, 2009; in the data active = inhibition above about 50%, passing the limit was not always enough; also: strong numbers were not always called active
Target sequence (P63279 whole entry, looked up): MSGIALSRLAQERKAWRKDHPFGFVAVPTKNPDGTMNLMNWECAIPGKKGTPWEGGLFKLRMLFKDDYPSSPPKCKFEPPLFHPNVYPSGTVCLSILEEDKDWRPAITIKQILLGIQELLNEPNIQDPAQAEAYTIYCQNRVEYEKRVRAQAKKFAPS
NALP1 inh – NALP1 inflammasome inhibitors in reconstituted yeast, colorimetric, S. cerevisiae, triplicate retest; S. cerevisiae NALP1/ASC/caspase-1 growth, X-gal OD620, 72 h; inhibition, % at 10 µM; hit rate 0.61% among 280,000; AID 2071, 2009; in the data active = inhibition mostly above about 24%, no sharp cut-off; inactive = mostly below about 32%; also: some compounds called inactive have numbers as strong as hits
VIM-2 inhibitor – VIM-2 metallo-beta-lactamase inhibitors, primary screen, biochemical, epi-absorbance readout, Pseudomonas aeruginosa enzyme; purified VIM-2, nitrocefin hydrolysis, epi-absorbance fluorescence; hit rate 0.89% among 290,000; inhibition, % at 5.6 µM;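 active = inhibition above the mean of all tested compounds plus 3 SD, cutoff set per screening run, cut at about 7.5% in these data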;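 also: red hydrolysis product quenches plate fluorescence so inhibitors raise well fluorescence; 0% = enzyme with DMSO and 100% = DMSO without enzyme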
DNA FID counter – compounds displacing fluorescent DNA intercalator, primary screen, artefact control for HCV NS3 helicase inhibitor project, biochemical, FID fluorescence | DNA fluorescent intercalator displacement | inhibition, % at 7.9 µM | hit rate 0.17% among 290,000 | AID 1845, 2009; in the data active = inhibition above about 37%;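 also: 0% = vehicle and 100% = reference compound; higher means more ethidium bromide displaced from hairpin DNA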
MEKK2mut PB1 HTS – MEK5 binding signal on mutant MEKK2 PB1, primary screen, biochemical, multiplex bead flow cytometry, Alexa488-MEK5; Alexa488-MEK5 binding to MEKK2 mutant; percent response, % at 10 µM; hit rate 0.35% among 290,000; in the data active = percent response above about 24%, passing the limit was not always enough; also: inactives centre near 1; some results filed as inactive read as strong as hits
PfM18AAP inh – PfM18AAP inhibitors, malaria aminopeptidase, primary screen, biochemical, QFRET, recombinant enzyme; M18 aspartyl aminopeptidase (Plasmodium falciparum 3D7); H-Glu-NHMec fluorogenic cleavage; inhibition, % at 7.35 µM; hit rate 1.2% among 290,000;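 active = inhibition above the campaign mean inhibition over all tested compounds plus 3 SD, cut at about 28% in these data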;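 also: 0% = plate median of test compound wells and 100% = 2 mM ZnCl2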
An asterisk follows results filed as active; x = not tested or not shown; & = joins results of further samples.

SMILES | HCV NS3 hel inh | IMP-1 inhibitor | MEKK2wt PB1 HTS | UBC9 SUMO inh | NALP1 inh | VIM-2 inhibitor | DNA FID counter | MEKK2mut PB1 HTS | PfM18AAP inh
O=C(CCN1CCN(c2ccc(F)cc2)CC1)Nc1ccc(F)cc1 | -7 | -2.3 | 100 | 13 | 4 | -3.2 | 1 | -3 | 0
COCCN1C(=O)c2ccc(C(=O)O)cc2C1=O | 2 | -1.4 | 103 | 6 | -11 | -1.0 | 2 | 5 | -10
Cc1nc(NC(=O)/C=C/c2ccc(F)cc2)sc1C(=O)N(C)C | 2 | -3.6 | 109 | 3 | 26 | -5.0 | -17 | 0 | -2
CCNC(=O)OCC(CC)NC(=O)OCC(C)C (stereo not drawn) | -17 | -4.6 | 103 | 17 | -2 | -0.1 | -1 | 0 | -11
CC(=O)c1cccc(N2C(=O)C3C(C(=O)Nc4cc(C)on4)C4(C)C=CC3(O4)C2C(=O)NC(C)(C)C)c1 (stereo not drawn) | 3 | -3.3 | 102 | 9 | -6 | -4.0 | -7 | 0 | 0
FC(F)(F)c1cccc(-c2nnc3ccc(C(F)(F)F)cn23)c1 | 7 | 1.3 | 101 | 0 | -15 | -0.9 | -4 | 2 | -3
CCOC(=O)c1nn(-c2ccc(F)cc2)c2nc(-c3ccccc3)c(C#N)c(=O)n12 | 8 | -1.8 | 104 | 34 | 27 | -3.1 | -6 | 5 | 1
O=[N+]([O-])c1ccc2nccn2c1 | 2 | -0.8 | 105 | 5 | 10 | -0.7 | 0 | 6 | -3
CCCCOC(=O)c1cc(=O)[nH]c2ccccc12 | 1 | -5.2 | 102 | 8 | 19 | -0.8 | -14 | 2 | 1
COC(=O)c1ccccc1NC(=O)c1cccc(NC(=O)CSCc2ccccc2)c1C | -7 | -1.6 | 99 | -7 | 41 | 1.1 | -5 | 2 | 0
O=C(Nc1cc(C(F)(F)F)ccc1N1CCCC1)c1ccc2c(c1)OCO2 | -4 | 0.4 | 102 | -10 | 33 | -0.2 | -6 | 1 | -9
CCOC(=O)/C(C(N)=NCC(C)C)=C(/O)c1ccccc1 | -13 | -3.1 | 106 | 17 | -5 | -2.3 | -19 | 3 | 2
CCCc1nnc2c(N(C)S(=O)(=O)c3ccc(C)cc3)nc3ccccc3n12 | -1 | -0.1 | 96 | 2 | 29 | 3.9 | -10 | 1 | -2
O=C(NCCc1ccccc1F)c1ccc2c(c1)OCCO2 | -1 | -4.1 | 101 | 7 | 18 | -2.4 | -9 | 7 | 3
COC(=O)C(C)Sc1nc(N)c(NC(=O)c2ccco2)c(=O)[nH]1 (stereo not drawn) | -4 | -2.6 | 103 | -7 | -15 | -1.3 | 1 | 5 | 5
COc1cc(C(=O)NCCOc2cc(C)cc(C)c2)c(Br)c(OC)c1OC | -9 | -2.2 | 98 | -14 | 29 | -2.0 | -34 | 0 | 4
Clc1ccc(-c2csc(N3CCc4ccccc4C3)n2)cc1 | 3 | -0.8 | 110 | 14 | -10 | 2.7 | -4 | 4 | -9
CCOC(=O)C1(Cc2ccccc2)CCN(Cc2cc(=O)c3ccccc3[nH]2)CC1 | -10 | -1.1 | 92 | 18 | -2 | 1.4 | -6 | -11 | -8
O=C1c2ccccc2C(=O)N1CCC(O)C[N+](=O)[O-] (stereo not drawn) | -9 | -2.0 | 100 | 9 | 11 | -2.6 | -1 | -1 | 2
Cc1cc(N2C(=O)C=CC2=O)c([N+](=O)[O-])cc1C | 20 | -2.6 | 101 | 45 | 64* | 0.2 | -5 | 0 | -4
Cc1ccc(C(F)(F)F)cc1NC(N)=S | -1 | 2.4 | 88 | 6 | -16 | 3.8 | -2 | -8 | 1
COc1ccc(C(=O)NC(=S)Nc2ccc(S(=O)(=O)Nc3cc(OC)ncn3)cc2)cc1 | -2 | -1.5 | 101 | -4 | 20 | -0.3 | -31 | -3 | 5
CCOC(=O)C1CCCCN1S(=O)(=O)c1ccc2c(c1)CC(C)N2C(=O)C1CCC1 (stereo not drawn) | -14 | -1.5 | 106 | 11 | 2 | -0.6 | -47 | 9 | -6
COc1ccc(-c2c(C)n([O-])c3c([n+]2=O)CCCC3)cc1OC | 5 | -1.8 | 100 | -3 | 5 | -3.2 | 4 | -3 | -3

Three compounds from above, arranged by formula weight, high to low:
SMILES | HCV NS3 hel inh | IMP-1 inhibitor | MEKK2wt PB1 HTS | UBC9 SUMO inh | NALP1 inh | VIM-2 inhibitor | DNA FID counter | MEKK2mut PB1 HTS | PfM18AAP inh
COc1ccc(-c2c(C)n([O-])c3c([n+]2=O)CCCC3)cc1OC | 5 | -1.8 | 100 | -3 | 5 | -3.2 | 4 | -3 | -3
O=C1c2ccccc2C(=O)N1CCC(O)C[N+](=O)[O-] (stereo not drawn) | -9 | -2.0 | 100 | 9 | 11 | -2.6 | -1 | -1 | 2
Cc1ccc(C(F)(F)F)cc1NC(N)=S | -1 | 2.4 | 88 | 6 | -16 | 3.8 | -2 | -8 | 1

Random excerpt: 2 records from the list
SMILES | HCV NS3 hel inh | IMP-1 inhibitor | MEKK2wt PB1 HTS | UBC9 SUMO inh | NALP1 inh | VIM-2 inhibitor | DNA FID counter | MEKK2mut PB1 HTS | PfM18AAP inh
O=C1c2ccccc2C(=O)N1CCC(O)C[N+](=O)[O-] (stereo not drawn) | -9 | -2.0 | 100 | 9 | 11 | -2.6 | -1 | -1 | 2
Clc1ccc(-c2csc(N3CCc4ccccc4C3)n2)cc1 | 3 | -0.8 | 110 | 14 | -10 | 2.7 | -4 | 4 | -9

Part of the list above in a different format.
Molecule	HCV NS3 hel inh	IMP-1 inhibitor	MEKK2wt PB1 HTS	UBC9 SUMO inh	NALP1 inh	VIM-2 inhibitor	DNA FID counter	MEKK2mut PB1 HTS	PfM18AAP inh
CCOC(=O)C1(Cc2ccccc2)CCN(Cc2cc(=O)c3ccccc3[nH]2)CC1	-10	-1.1	92	18	-2	1.4	-6	-11	-8
Cc1ccc(C(F)(F)F)cc1NC(N)=S	-1	2.4	88	6	-16	3.8	-2	-8	1

Additional compounds:
SMILES | HCV NS3 hel inh | IMP-1 inhibitor | MEKK2wt PB1 HTS | UBC9 SUMO inh | NALP1 inh | VIM-2 inhibitor | DNA FID counter | MEKK2mut PB1 HTS | PfM18AAP inh
NC(=O)SCC(=O)Nc1cccc(Cl)c1 | 1 | -6.9 | 98 | 23 | 18 | -2.5 | 5 | -4 | 22
N#Cc1nc(-c2ccco2)oc1N1CCN(C(c2ccccc2)c2ccccc2)CC1 | 9 | -3.0 | 90 | -4 | 8 | -4.2 | -11 | -4 | 4
Cc1ccc(CNC(=O)CCCC(=O)c2ccccc2)cc1 | 5 | -2.0 | 109 | 4 | 14 | -0.7 | -16 | 10 | -5
O=c1[nH]n(-c2ccc(Cl)cc2)c2ncccc12 | 4 | -3.8 | 102 | -9 | 12 | -6.8 | 0 | 5 | -2
COc1ccc(/C=N/NC(=O)CCc2n[nH]c(=O)[nH]c2=O)cc1O | 2 | -1.1 | 99 | -8 | 24 | -4.9 | 4 | -1 | -1
COc1ccccc1C(=O)Nc1nc(N)n(-c2ccccc2)n1 | 1 | -2.1 | 101 | 13 | 6 | -0.6 | -2 | 2 | 2
CCCCC(=O)Nc1sc2c(c1-c1nc3ccccc3s1)CCN(C(C)=O)C2 | 15 | -3.3 | 94 | -4 | 32 | 1.9 | -34 | -2 | 10
Cc1ccc(C(=O)N2CCN(c3ccccn3)CC2)cc1Cl | 10 | 0.0 | 104 | 10 | 32 | 2.0 | -25 | 1 | -10
COc1ccc(OC)c(NC(=O)Nc2cc(C(=O)O)ccc2C)c1 | 0 | -3.0 | 103 | -6 | 5 | -1.7 | -2 | 7 | 7
CC1Cc2cc(S(=O)(=O)NCc3ccccc3)ccc2N1C(=O)C1CC1 (stereo not drawn) | -2 | -1.4 | 105 | x | 12 | -1.1 | -25 | 2 | -8
Cc1c(C(=O)NCc2ccc3c(c2)OCO3)oc2ccc(Br)cc12 | 4 | -0.1 | 98 | -3 | 0 | -0.8 | -14 | -2 | 7
CSCCC(NC(=O)c1cccc(C)c1)C(=O)OCC(=O)NC(=O)c1cccn1C (stereo not drawn) | 11 | -2.6 | 126 | 7 | 20 | -1.8 | -13 | 37 | 6
CCCc1nnc(NC(=O)NCCN2C(=O)C3C4C=CC(C4)C3C2=O)s1 (stereo not drawn) | -3 | -2.1 | 107 | 1 | 26 | -6.2 | -10 | 9 | 6
Nc1cccc(C(=O)Nc2ccc3nc(-c4cccnc4)[nH]c3c2)c1 | 8 | -3.9 | 100 | 18 | 23 | -4.8 | -5 | 1 | 2
CC(Sc1nnc2c(n1)[nH]c1ccccc12)C(=O)NC1CCCCC1 (stereo not drawn) | 7 | -2.1 | 94 | 18 | -10 | -2.5 | -25 | -2 | 4
COc1cccc(NC=C2C(=O)OC3(CCCCC3)OC2=O)c1 | 7 | -1.7 | 104 | 17 | 17 | -1.9 | -4 | 3 | 6
Cc1nn(C)cc1CN(C)C(=O)c1nn2c(c1Br)NC(c1cccs1)CC2C(F)(F)F (stereo not drawn) | 2 | 0.1 | 95 | -12 | -28 | 0.6 | -40 | -11 | 0
CCCCOc1ccccc1-c1cc(C(=O)O)[nH]n1 | 5 | -0.8 | 105 | -15 | 22 | -1.5 | -3 | 10 | -4
CN1CCN(C(=S)Nc2cc(S(=O)(=O)N3CCOCC3)ccc2Cl)CC1 | 23 | -2.0 | 98 | 27 | 15 | -3.4 | 3 | -1 | 21
CCOC(=O)N1CCC2(CC1)C(C#N)=C(N)Oc1n[nH]c(C)c12 | 0 | -3.6 | 107 | -7 | 32 | 1.4 | -4 | 14 | 10
COC(=O)C(Cc1c[nH]c2ccccc12)NC(=O)c1ccccc1Br (stereo not drawn) | 6 | -1.8 | 99 | 12 | 17 | 0.0 | -8 | 0 | -12
CC1CCN(CCOCCOc2ccc(Br)cc2Cl)CC1 | -39 | 1.3 | 97 | 0 | 41 | -0.8 | 34 | 2 | -3
O=C1NCCc2c1[nH]c1ccccc21 | -8&-2 | -2.9&-4.1 | 99&100 | -1&2 | -11&8 | -1.9&-1.7 | 2&-1 | -2&1 | 9&0
O=S(=O)(c1ccccc1)c1nnn2c1nc(NC1CCN(Cc3ccccc3)CC1)c1cc(Cl)ccc12 | -80 | -2.7 | 138* | 14 | 13 | 0.8 | -1 | 33* | -10
O=C(c1ccco1)N1CCN(C(=O)c2cccs2)CC1 | 9 | -2.3 | 99 | 5 | 18 | -0.6 | -5 | 1 | 1
